Compound activity (PubChem BioAssay)
NFkB transloc inh: blocks IL-1B driven NFkB nuclear translocation in HUVEC cells. inhibition, % at 2 µM. actives 0.43% (n = 94,000). HUVEC IL-1B NFkB p65 nuclear translocation imaging;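 active = inhibition above about 30% together with a positive call from visual inspection of the well image, limit read from the data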;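 note: nuclear over cytoplasmic p65 intensity ratio measured by imaging; 0% = IL-1B stimulated DMSO wells and 100% = unstimulated DMSO wells; values of inactives mirror those of a sister screen read the other way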
PLAP inhibition: PLAP enzyme inhibitors, biochemical, luminescence, HTS (AID 690) | purified PLAP, luminescent substrate; higher % means a stronger effect | inhibition, % at 20 µM, or IC50 in µM where a hit was titrated | actives 0.08% (n = 96,000); in the data active = a potency from the dose series; inactive = the rest, 99 in 100 with inhibition below about 30%; note: strong numbers were not always called active
NFkB transloc pot: enhances IL-1B driven NFkB nuclear translocation | HUVEC IL-1B NFkB p65 nuclear translocation imaging | activation, % at 2 µM | actives 0.3% (n = 94,000) | AID 819;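 active = activation above 40%, about the mean plus 3 SD, also judged a hit on visual image review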;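 note: percent activation is computed from the nuclear over cytoplasmic p65 intensity ratio; values of inactives mirror those of a sister screen read the other way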
MRP reversal: reverses drug resistance mediated by MRP; actives 0.04% (n = 85,000); AID 602; H69AR cells + 2 uM doxorubicin, CellTiter-Glo, 72 h; differential viability (reversal), % at 10 µM;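 active = viability drop by adding the cancer drug above about 55%, with treated viability meeting a 40% cutoff, limit read from the data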;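 note: viability without doxorubicin minus viability with 2 µM doxorubicin for each compound; larger differential means the compound sensitizes cells more to doxorubicin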
Bcl-B TR3 displacers: displacers of TR3 peptide from Bcl-B, primary screen, selectivity assay for Bfl-1 inhibitor project, biochemical, fluorescence polarization; displacement, % at 20 µM; hits with a dose series show IC50 in µM; actives 0.11% (n = 96,000); FP displacement of FITC-TR3 peptide from Bcl-B; higher % means a stronger effect;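 active = displacement above 50% at 20 µM plus a fluorescence interference ratio under 1.5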;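 note: plate controls were wells without compound for no effect and wells lacking Bcl-B protein for full effect; a part of the inactive calls stands beside numbers as strong as those of hits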
MRP reversal cytotoxicity: second read-out of MRP reversal, no call of its own (marks repeat the call); viability, %; H69AR cells, CellTiter-Glo, 72 h; measured here: cytotoxicity without doxorubicin
MRP reversal with doxorubicin: also measured in MRP reversal; calls as there; viability, %; measured here: viability with 2 uM doxorubicin; active compounds read low
NFkB transloc inh cell count 2 µM: recorded beside NFkB transloc inh, whose call it bears; cell count; measured here: cells passing quality filter;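 raw number of nuclei counted in each imaged well without normalization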
NFkB transloc pot cell count 2 µM: further read-out of NFkB transloc pot, marked with its call; cell count; measured here: cells passing quality filter
An asterisk follows results filed as active; · = not tested or not shown. A portion of the library (hit frequency here may not be typical).

SMILES | NFkB transloc inh | NFkB transloc inh cell count 2 µM | PLAP inhibition | NFkB transloc pot | NFkB transloc pot cell count 2 µM | MRP reversal | MRP reversal cytotoxicity | MRP reversal with doxorubicin | Bcl-B TR3 displacers
Cc1ccc(C2/C(=C(\O)c3cnn(-c4ccccc4)c3C)C(=O)C(=O)N2CCN(C)C)o1 (stereo not drawn) | -2 | 106 | · | 2 | 106 | -6 | 91 | 97 | 0%
COc1ccc(CCN(C)CCC(=O)Nc2c(C)cc(C)cc2C)cc1OC | 8 | 140 | -51% | -8 | 140 | · | · | · | -8%
Cc1ccnn1CCSCC(=O)O | -10 | 204 | 15% | 10 | 204 | -9 | 89 | 98 | 9%
CCOC(=O)c1c(C)noc1CP(=O)(c1ccccc1)c1ccccc1 | -4 | 160 | · | 4 | 160 | -6 | 100 | 106 | ·
CCOC(=O)C1CCN(C(=O)COC(=O)c2ccc(Br)o2)CC1 | 6 | 128 | -1% | -6 | 128 | 22 | 110 | 88 | 2%
COc1cc2cc(CN(Cc3ccc4c(c3)OCO4)C(=O)c3ccco3)c(=O)[nH]c2cc1OC | -7 | 138 | · | 7 | 138 | 7 | 52 | 45 | ·
COc1cccc(C2/C(=C(\O)c3ccc4c(c3)OCO4)C(=O)C(=O)N2CCN(C)C)c1OC (stereo not drawn) | 4 | 159 | -52% | -4 | 159 | 8 | 88 | 81 | -7%
C/C=C/Cn1c(SCc2ccc(Cl)cc2)nc2c1c(=O)[nH]c(=O)n2C | 4 | 141 | 12% | -4 | 141 | -29 | 51 | 79 | 2%
CC(=O)Nc1nc2ccccc2n1Cc1ccccc1 | 1 | 171 | -54% | -1 | 171 | 6 | 82 | 76 | 5%
Cc1ccc(NC(=O)CC2SC3=NCCCN3C2=O)c(C)c1 (stereo not drawn) | 5 | 200 | 16% | -5 | 200 | -1 | 99 | 99 | -5%
C1=CC2CC1CC2CN1CCN(c2ccccc2)CC1 (stereo not drawn) | · | · | 29% | · | · | 4 | 97 | 93 | -8%
COc1ccc(NC(=O)C2CCCO2)cc1OC (stereo not drawn) | 2 | 171 | -20% | -2 | 171 | 1 | 101 | 100 | -4%
CCOc1ccc(C(=O)NCC(=O)OCC(=O)N2CCCCC2)cc1 | 8 | 155 | 20% | -8 | 155 | · | · | · | 3%
O=C(c1cccc(C(=O)N2CCN(c3ccccc3)CC2)c1)N1CCN(c2ccccc2)CC1 | -15 | 164 | -45% | 15 | 164 | · | · | · | 2%
CCOC(=O)c1cc(-c2ccco2)nc2c1c(C)nn2CCC#N | -5 | 156 | -37% | 5 | 156 | -5 | 71 | 76 | -6%
Cc1ccc(NCN2C(=O)C3CC=CCC3C2=O)cc1 (stereo not drawn) | -12 | 160 | · | 12 | 160 | -22 | 87 | 109 | ·
Cc1cc2ncn(/N=C/c3cccnc3)c2cc1C | 7 | 111 | -50% | -7 | 111 | 0 | 87 | 87 | 4%
Cc1nc(-c2ccccn2)sc1C(=O)Nc1ccc(F)cc1 | -11 | 169 | -11% | 11 | 169 | · | · | · | 2%
CCn1c(N2CCC(C)CC2)nc2c1c(=O)n(C)c(=O)n2C | -15 | 179 | 5% | 15 | 179 | -4 | 77 | 82 | 15%
COc1cccc(-n2c(COc3ccccc3C)nnc2SCC(=O)O)c1 | -6 | 155 | -37% | 6 | 155 | 0 | 96 | 96 | -4%

Gathered by group, the entries above with a COOH group (two)
SMILES | NFkB transloc inh | NFkB transloc inh cell count 2 µM | PLAP inhibition | NFkB transloc pot | NFkB transloc pot cell count 2 µM | MRP reversal | MRP reversal cytotoxicity | MRP reversal with doxorubicin | Bcl-B TR3 displacers
Cc1ccnn1CCSCC(=O)O | -10 | 204 | 15% | 10 | 204 | -9 | 89 | 98 | 9%
COc1cccc(-n2c(COc3ccccc3C)nnc2SCC(=O)O)c1 | -6 | 155 | -37% | 6 | 155 | 0 | 96 | 96 | -4%

Next section
SMILES | NFkB transloc inh | NFkB transloc inh cell count 2 µM | PLAP inhibition | NFkB transloc pot | NFkB transloc pot cell count 2 µM | MRP reversal | MRP reversal cytotoxicity | MRP reversal with doxorubicin | Bcl-B TR3 displacers
CCN1CCN(C(c2ccccc2)c2nnnn2Cc2ccccc2)CC1 (stereo not drawn) | 20 | 118 | · | -19 | 118 | 19 | 95 | 76 | ·
O=c1nc(NCc2ccccc2Cl)cn[nH]1 | -3 | 91 | -10% | 3 | 91 | -8 | 91 | 99 | -3%
Cc1cccc(C2N(c3ccc(F)cc3)C(=O)C3CCCN32)c1 (stereo not drawn) | -2 | 181 | · | 2 | 181 | 7 | 95 | 87 | ·
Cc1cc(C)c(C)c(S(=O)(=O)NCC(=O)Nc2sc3c(c2C(N)=O)CCCC3)c1C | -18 | 152 | -31% | 18 | 152 | · | · | · | 22%
CCn1ccc(C(=O)Oc2ccc(Cl)cc2)n1 | -6 | 163 | 6% | 6 | 163 | -13 | 85 | 98 | -14%
CCN(CC(O)COc1ccc(OCC(O)CN(CC)C2CCCCC2)cc1)C1CCCCC1 (stereo not drawn) | 8 | 154 | · | -8 | 154 | 11 | 89 | 78 | ·
COc1ccc(C(=O)N(Cc2ccco2)Cc2cccs2)c(O)c1 | -27 | 166 | -18% | 27 | 166 | -27 | 85 | 112 | -1%
Cc1cc(C)cc(Oc2nn[nH]n2)c1 | -10 | 124 | 9% | 10 | 124 | · | · | · | -8%
CC(=O)NC(Cc1c[nH]c2ccccc12)C(=O)N1CCc2ccccc2C1 (stereo not drawn) | -9 | 90 | -69% | 9 | 90 | 10 | 93 | 84 | 5%
Cc1nnc(NC(=O)CSc2nc(C(C)C)nc3sc(C)c(C)c23)s1 | 0 | 110 | 4% | 0 | 110 | · | · | · | 0%
O=C(NCCN1CCCCC1)c1ccc2c(c1)OCCO2 | 0 | 98 | -26% | 0 | 98 | -14 | 82 | 96 | 29%
CCc1nnc(NC(=O)Nc2ccccc2OC)s1 | 2 | 188 | 9% | -2 | 188 | -8 | 94 | 102 | 16%
Cc1nnc(SCc2ccccc2)nc1/C=C/NOCc1ccc(Cl)cc1Cl | -6 | 160 | 4% | 6 | 160 | -2 | 2 | 4 | -27%
COc1cccc(/C=C2\C(=O)C(=O)c3ccccc32)c1 | -6 | 196 | 6% | 6 | 196 | -8 | 5 | 13 | 2%
O=CNC(Cc1ccccc1)C(=O)O (stereo not drawn) | 1 | 146 | 22% | -1 | 146 | 9 | 97 | 88 | 0%
Cc1sc(-c2ccccn2)nc1OC(=O)c1cccc(Cl)c1Cl | -8 | 145 | -6% | 8 | 145 | · | · | · | -2%
COc1ccccc1C(=O)Nc1sc2c(c1C(=O)NCc1ccco1)CCCC2 | · | · | -49% | · | · | -13 | 54 | 67 | -5%
Cn1cc(C(=O)c2cccc(Cl)c2Cl)cc1C(=O)O | 6 | 155 | 4% | -6 | 155 | · | · | · | -4%
CC(C)CC(=O)NC(=S)NCCc1ccccc1 | -4 | 172 | 17% | 4 | 172 | · | · | · | 2%
Cc1ccc(/C=N/N2CCN(Cc3ccc(Cl)cc3)CC2)o1 | -17 | 120 | -26% | 17 | 120 | 12 | 89 | 77 | 3%
O=C(CCc1ccccc1)Nc1ccc(Cl)cn1 | 3 | 164 | -6% | -3 | 164 | -18 | 30 | 48 | -11%
N#Cc1ccc(NC(=O)Nc2ccc(Cl)cc2)cc1 | · | · | 12% | · | · | -4 | 7 | 11 | -3%
CC(=O)N1CCN(c2ccc(Nc3ncnc4c3oc3ccccc34)cc2)CC1 | -2 | 164 | -83% | 2 | 164 | -10 | 45 | 55 | 47%
CCOC(=O)c1c(NC(=O)OC)sc2c1CCC2 | 15 | 87 | 17% | -15 | 87 | -1 | 74 | 75 | -9%
Cc1ccc(N2CCCCn3c2nc2c3c(=O)[nH]c(=O)n2C)cc1 | 7 | 159 | -48% | -7 | 159 | 8 | 84 | 75 | 2%
CC(=O)c1cccc(NC(=O)C2CCN(S(=O)(=O)c3ccc(C)cc3)CC2)c1 | -18 | 158 | · | 17 | 158 | 8 | 90 | 83 | ·
O=C(Nc1ccccc1N1CCCC1)c1cccnc1Cl | -21 | 120 | · | 21 | 120 | -8 | 97 | 105 | ·
COc1ccccc1-c1cc(C(F)(F)F)nc(N2CCN(c3ccccc3)CC2)n1 | -16 | 114 | -10% | 16 | 114 | 10 | 86 | 76 | -7%
COCCN(C(=O)CCCC(=O)Nc1ccccn1)C(C(=O)NC1CCCCC1)c1ccc(C)cc1 (stereo not drawn) | -2 | 152 | -36% | 2 | 152 | -7 | 95 | 101 | 2%
Cc1cccc(-c2cc3nc4c(c(N5CCCC(O)C5)n3n2)CCC4)c1 (stereo not drawn) | -24 | 125 | -45% | 24 | 125 | -6 | 55 | 61 | -6%
Cc1ccc2c(c1)c1ncnc(N3CCC4(CC3)OCCO4)c1n2C | 4 | 96 | -37% | -4 | 96 | -32 | 29 | 62 | 0%
CCc1ccc2c(Cl)c(C(=O)N/N=C/c3c[nH]c4ccccc34)sc2c1 | -13 | 122 | 0% | 13 | 122 | · | · | · | -44%
O=C(CCn1nnc2ccccc2c1=O)N[C@H](C(=O)O)c1ccccc1 | -15 | 74 | 7% | 15 | 74 | 2 | 102 | 100 | -13%
N#Cc1nc(COc2ccccc2Cl)oc1NCc1ccc(F)cc1 | 0 | 104 | 5% | 0 | 104 | -12 | 88 | 100 | -5%
CCc1ccc(CC2S/C(=C(\C#N)C(C)=O)NC2=O)cc1 (stereo not drawn) | · | · | -17% | · | · | -27 | 70 | 97 | -4%
CCOc1cc(-c2noc(N)c2C#N)cc(OCC)c1OCC | 0 | 182 | 25% | 0 | 182 | · | · | · | 3%
CCSc1nc2sc3c(c2c(=O)[nH]1)CC(C)(CC)OC3 (stereo not drawn) | -4 | 146 | -5% | 4 | 146 | 11 | 94 | 83 | -2%
N#Cc1c(Nc2ccccc2)sc(C(=O)c2ccccc2)c1N | 0 | 116 | 23% | 0 | 116 | · | · | · | 11%
COC(=O)c1cc(Br)ccc1-c1ccc(/C=N/n2nnnc2N)o1 | -11 | 152 | 16% | 11 | 152 | -9 | 80 | 89 | -19%
CCOC(=O)Cn1nc(C)n(-c2ccc(C(C)(C)C)cc2)c1=O | -2 | 104 | 4% | 2 | 104 | · | · | · | -2%
CCCCN(C)CCn1c(=S)[nH]c2ncccc2c1=O | 4 | 167 | -1% | -4 | 167 | 2 | 77 | 75 | -5%
CCn1cc(NC(=O)Nc2ccc(OC)c(OC)c2)c(C(N)=O)n1 | -8 | 167 | · | 8 | 167 | · | · | · | ·
Cc1ccc(C(=O)CSc2nnc(Cn3nnc4ccccc43)n2C)cc1 | 18 | 93 | 36% | -18 | 93 | 12 | 94 | 82 | -1%
COC(=O)c1ccccc1NC(=O)CSc1nc(O)cc(=O)n1C1CCCC1 | -11 | 52 | -22% | 11 | 52 | 2 | 100 | 97 | -6%
O=C(Cc1ccccc1)Nc1nc(-c2cccs2)cs1 | 9 | 117 | -16% | -9 | 117 | 3 | 87 | 84 | 13%
O=[N+]([O-])c1ccc(-c2ccc(/C=N/c3c(-c4ccco4)nc4ccccn34)o2)c(Cl)c1 | 7 | 122 | 32% | -7 | 122 | · | · | · | 8%
COc1cc(C)c(CNc2ccc(OC)c(OC)c2)cc1C | -6 | 114 | -50% | 6 | 114 | -18 | 36 | 55 | 16%
CCOCCCNC(=O)c1cn(C)c(=O)c2cc(OC)c(OC)cc12 | -2 | 79 | 17% | 2 | 79 | -7 | 79 | 86 | -1%
Cc1ccc2cc(CCNC(=O)c3ccco3)c(=O)[nH]c2c1C | · | · | -1% | · | · | -9 | 87 | 96 | -4%

Reprinted at random: 3 entries already listed.
SMILES | NFkB transloc inh | NFkB transloc inh cell count 2 µM | PLAP inhibition | NFkB transloc pot | NFkB transloc pot cell count 2 µM | MRP reversal | MRP reversal cytotoxicity | MRP reversal with doxorubicin | Bcl-B TR3 displacers
COc1cc(C)c(CNc2ccc(OC)c(OC)c2)cc1C | -6 | 114 | -50% | 6 | 114 | -18 | 36 | 55 | 16%
O=C(Cc1ccccc1)Nc1nc(-c2cccs2)cs1 | 9 | 117 | -16% | -9 | 117 | 3 | 87 | 84 | 13%
O=[N+]([O-])c1ccc(-c2ccc(/C=N/c3c(-c4ccco4)nc4ccccn34)o2)c(Cl)c1 | 7 | 122 | 32% | -7 | 122 | · | · | · | 8%
